Source: PubChem BioAssay
Menin-MLL TR inh – menin-MLL binding inhibition, Texas Red mutant peptide; O00255; Menin + Texas Red MLL mutant peptide, fluorescence polarization; Potency, µM (doses to about 61.6 µM), for inactives: at the highest dose FP activity change, negative = inhibition, usual class: inhibitors; 270,000 tested, 0.23% active; AID 1768; active = well fitted inhibition curve with a large enough effect in the polarisation, with a control signal flat, not every such curve was filed as active; inconclusive = small, poorly fitted or top-dose-only effect, or effect the other way, or a change in a side signal; inactive = no such curve, though single readings can be large or run the other way; the % refers to the polarisation; also: potency is read from the fitted curve at half-maximal effect; % of control where 0% means no effect; many of its hits are not listed in these tables
ASM inhibitor – blocks human secretory acid sphingomyelinase | P17405 | placental ASM, HMU-PC fluorogenic substrate, 60 min | Potency, µM (titrated, usually from 57.5 µM), for inactives: top-dose activity change, negative = inhibition, usual class: inhibitors | 340,000 tested, 0.006% active; also: potency is read from the fitted curve at half-maximal effect
Target sequence (P17405 47-631 limits assumed): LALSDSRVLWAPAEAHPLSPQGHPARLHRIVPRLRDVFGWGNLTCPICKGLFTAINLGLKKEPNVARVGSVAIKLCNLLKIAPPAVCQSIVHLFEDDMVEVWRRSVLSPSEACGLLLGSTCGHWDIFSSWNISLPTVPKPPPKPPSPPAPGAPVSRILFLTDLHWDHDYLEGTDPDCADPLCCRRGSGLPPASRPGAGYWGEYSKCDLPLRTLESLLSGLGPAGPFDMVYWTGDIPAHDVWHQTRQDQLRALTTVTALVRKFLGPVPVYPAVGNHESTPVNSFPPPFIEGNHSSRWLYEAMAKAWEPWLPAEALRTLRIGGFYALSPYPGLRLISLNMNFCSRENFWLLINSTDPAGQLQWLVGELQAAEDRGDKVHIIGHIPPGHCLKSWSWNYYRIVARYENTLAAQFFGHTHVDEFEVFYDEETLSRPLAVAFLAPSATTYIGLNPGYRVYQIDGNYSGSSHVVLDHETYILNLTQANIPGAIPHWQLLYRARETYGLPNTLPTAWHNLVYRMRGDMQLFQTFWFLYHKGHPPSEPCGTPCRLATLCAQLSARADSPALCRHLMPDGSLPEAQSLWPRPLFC
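Steps: dispense placental human ASM, pin compound, wait 10 min at room temperature, add HMU-PC0 substrate at 9 uM final, incubate 60 min at 37 °C, add stop solution raising pH to 10, read fluorescence.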
Integrin act MD – activates integrin-mediated alleviation for muscular dystrophy; 350,000 tested, 0.064% active; Potency, µM (titrated, usually from 38.3 µM), without a hit: at the top dose activation, usual class: activators; AID 624291; alpha7betagal myoblasts, beta-gal FDG fluorescence, 48 h;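 also: potency is read from the fitted curve at half-maximal effect; 100% = response of the positive control SU9516; nearly all actives have a fitted effect of over 60% in size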
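alpha7betagal+/- myoblasts (passage 13, 250/well) treated 48 h at 37C with compounds at 1:260 dilution of DMSO stock. Lysed, then beta-galactosidase activity read as FDG fluorescence (ex 480/em 540) after 30 min, with pre-read for autofluorescence.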
Coupling enz – counter-screen for Giardia aldolase inhibitors: coupling enzyme system | 290,000 tested, 0.67% active | coupling enzyme system counterscreen, AmpLite Red fluorescence | AID 2472 | activity change, negative = inhibition, % at 58.2 µM, hits read low; in the data active = activity change below about -30%; also: % is scaled to controls: 0 for no effect and ±100 for the full control effect
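Coupling enzymes only (glyceraldehyde-3-phosphate) + compound, at 57.5 uM final, 10 min RT; add substrate/coupling/AmpLite Red mix, 20 min RT; fluorescence ex 525/em 598 nm. Actives flag coupling-system interference.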
PKM2 activator – PKM2 (human) enzyme activation; purified PKM2, Kinase-Glo ATP luminescence, activation; response scale: 0% is enzyme alone, no compound; Potency, µM (top dose mostly 57.5 µM), inactives show at the top dose activation, hits mostly activators; 260,000 tested, 0.34% active; also: potency is read from the fitted curve at half-maximal effect; % is scaled to controls: 0 for no effect and ±100 for the full control effect; nearly all actives have a fitted effect of over 55% in size
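hPK-M2, >95% pure; 0.1 mM ADP / 0.5 mM PEP final; imidazole pH7.2 buffer w/ 7 mM MgCl2, 50 mM KCl; 1 h RT; Kinase-Glo lum. Intermediate enzyme activity for dual inhibitor/activator qHTS.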
GALK inh – galactokinase (human) inhibition; P51570; Purified GALK, Kinase-Glo residual ATP luminescence; 270,000 tested, 0.007% active; Potency, µM (doses to about 57.5 µM), for the others: at the top dose activity change, negative = inhibition, usual class: inhibitors; also: potency is read from the fitted curve at half-maximal effect; % is scaled to controls: 0 for no effect and ±100 for the full control effect
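Compounds were pin-transferred into ATP buffer (35 uM final), then GALK plus galactose (5 nM, 100 uM final) was added. After 1 h at room temperature, Kinase-Glo Plus was added and luminescence read after 10 min.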
B2AR arrestin – recruits beta-arrestin to the human beta2-adrenergic receptor; P07550; Potency, µM (doses to about 46.1 µM), without a hit: at the top dose activation, hits mostly activators; beta-arrestin recruitment to beta2AR, cell-based reporter; 330,000 tested, 0.02% active;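 also: potency is read from the fitted curve at half-maximal effect; 0% = DMSO controls and full agonism = EC100 isoproterenol or metaproterenol; nearly all actives have a fitted effect of over 65% in size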
Chronic BCR inh – blocks chronic active B-cell receptor signaling. ABC-DLBCL IkBa-CBG/CBR reporter, luminescence ratio, 4 h. Potency, µM (titrated, usually from 46.1 µM), for inactives: at the highest dose ratio change, negative = lower green/red ratio, most hits filed as inhibitors. 340,000 tested, 0.05% active; active = well fitted inhibition curve with a large enough effect in the signal ratio, with a control signal flat, not every such curve was filed as active; inconclusive = small, poorly fitted or top-dose-only effect, or effect the other way, or a change in a side signal; the % refers to the signal ratio;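 also: potency is read from the fitted curve at half-maximal effect; plate controls were basal doxycycline-induced cells for no effect and cells given 10 µM MG132 for full effect; MG132 reads +100%, hits lower the ratio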
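Cell line TMD8 (human ABC DLBCL), stably expressing tet-inducible CBG68-IkBa fusion and CBR; IMDM/0.5% FBS; cpd up to 46 uM; dox induction, 4 h, 37C/5% CO2; dual luminescence; green/red ratio; MG132 control.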
PTAP TSG101 blk – blocks PTAP/TSG101 interaction to inhibit HIV-1 budding; 340,000 tested, under 10 active; AID 493005; Q99816; Fluorescence polarization, FITC-PTAP peptide / Tsg101 binding; Potency, µM (series often up to 115 µM), inactives show top-dose activity change, negative = inhibition, usual class: inhibitors; active = well fitted inhibition curve with a large enough effect in the main read-out, with a control signal flat, not every such curve was filed as active; inconclusive = small, poorly fitted or top-dose-only effect, or effect the other way, or a change in a side signal; inactive = no such curve, though single readings can be large or run the other way; also: potency is read from the fitted curve at half-maximal effect; % of control where 0% means no effect
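Compounds were pin-transferred onto Tsg101 binding domain (10 uM final) in HEPES pH 7.5 buffer, then FITC-PTAP peptide was added at 50 nM final. After 20 min at RT, polarization reported peptide displacement across a qHTS concentration series.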
Giardia kill – kills Giardia lamblia; Giardia lamblia trophozoite viability; activity change, % at 7.66 µM, hits read low; 340,000 tested, 0.15% active; in the data active = activity change below about -80%; inconclusive = between about -30% and that limit;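 also: parasites exposed to compound for two days anaerobically before the ATP read; % is scaled to controls: 0 for no effect and ±100 for the full control effect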
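Viability, read as ATP luminescence: trophozoites at 100 cells/well, compound added, 48 hrs anaerobic at 37 deg C, then 15-30 min room-temperature development before reading.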
Tb PFK inh – T. brucei PFK enzyme inhibition; 330,000 tested, 0.17% active; O15648; AID 485367; T. brucei PFK, ADP-Glo luminescence; Potency, µM (top dose mostly 57.5 µM), for the others: at the highest dose activity, negative = inhibition, most hits filed as inhibitors;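 also: potency is read from the fitted curve at half-maximal effect; 0% = uninhibited 1x PFK enzyme wells and -100% = no-enzyme wells; nearly all actives have a fitted effect of over 60% in size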
Target sequence (O15648 whole entry, looked up): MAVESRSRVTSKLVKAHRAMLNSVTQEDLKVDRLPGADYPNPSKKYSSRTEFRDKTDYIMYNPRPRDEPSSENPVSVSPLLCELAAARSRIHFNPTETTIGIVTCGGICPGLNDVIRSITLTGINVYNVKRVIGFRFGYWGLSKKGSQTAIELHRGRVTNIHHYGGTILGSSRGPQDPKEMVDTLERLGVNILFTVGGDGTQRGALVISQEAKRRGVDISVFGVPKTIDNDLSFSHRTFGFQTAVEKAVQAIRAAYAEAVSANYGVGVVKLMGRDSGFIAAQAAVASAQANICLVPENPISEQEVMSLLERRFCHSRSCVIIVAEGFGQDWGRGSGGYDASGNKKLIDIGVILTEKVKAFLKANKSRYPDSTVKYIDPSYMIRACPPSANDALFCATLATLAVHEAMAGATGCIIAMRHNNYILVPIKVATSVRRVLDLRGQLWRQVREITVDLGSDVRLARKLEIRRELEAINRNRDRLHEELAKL
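Activity is normalized to no-enzyme wells (full inhibition) and 1.25 nM enzyme wells (no inhibition). Reaction: 0.5 mM F6P, 0.1 mM ATP, 45 min RT, ADP-Glo luminescence; concentration-response curves fitted and classed by quality.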
* = called active by the depositor; ? = inconclusive; / = not tested or not shown; & = joins results of further samples; [ ] = dose if it differs, or a comment. Unless noted, calls follow the shape of the dose curve; as a rule, active = well fitted curve in the direction sought with a large enough effect; inconclusive = small, poorly fitted or top-dose-only effect, or another doubt; inactive = no such curve, though single readings can be large; an effect the other way counts as inactive or inconclusive.

SMILES	Menin-MLL TR inh	ASM inhibitor	Integrin act MD	Coupling enz	PKM2 activator	GALK inh	B2AR arrestin	Chronic BCR inh	PTAP TSG101 blk	Giardia kill	Tb PFK inh
COc1ccc2c(c1)-c1c(ssc1=S)C(C)(C)N2	?	-22%	?	-1	-12%	1%	-0.9%	8%	-4%	4	-6%
CC(C)NC(=O)c1cccc2c1-c1ccccc1C2=O	-28%	-1%	-8%	4	/	4%	0.3%	1%	1%	-25	1%
O=C(CSc1nc2ccccc2c(=O)n1-c1ccc(OC(F)F)cc1)NC1CC1	/	-1%	-4%	/	/	/	4.2%	?	-4%	-19	-8%
COc1cc(/C=N/N(C)c2ccccc2)cc(Cl)c1O	/	?	-19%	-7	-1%	-3%	0.5%	?	1%	18	1%
CCOc1ccc(Nc2nc(N)nc(CCl)n2)cc1	/	3%	-35%[inhibitor]	0	-8%	5%	0.2%	-18%	-1%	-2	0%
CC(C)Oc1ccc(C(CC(=O)O)NC(=O)Cc2ccc(Cl)cc2)cc1 (stereo unspecified)	0%	0%	0%	8	/	/	0.1%	6%	-2%	11	1%
CCOc1ccc(CCNC(=O)C(C)N2C(=O)CC(C)(C)Sc3ccccc32)cc1 (stereo unspecified)	/	-5%	-25%	3	/	-2%	-0.2%	-5%	-6%	2	4%
COc1ccccc1S(=O)(=O)Cc1ccc(C(=O)NC2CC2)o1	/	-1%	40%	/	/	-7%	-0.9%	2%	-6%	6	4%
Cc1cccc(Cn2c(=O)n(Cc3ccco3)c(=O)c3ccccc32)c1	0%	-4%	19%	0	-5%	2%	-0.7%	8%	-7%	1	-5%
O=C(Cc1ccc2c(c1)CCCC2)Nc1ccccc1Cl	13%	-5%	3%	1	0%	2%	0.4%	1%	-1%	11	3%[0.46 µM]
COc1ccc(OC(C)C(=O)N2CCN(c3ccccn3)CC2)cc1 (stereo unspecified)	1%	2%	-4%	4	3%	0%	-0.1%	9%	2%	6	-1%
O=C(c1ccc2ncsc2c1)N1CCN(c2nc3ccccc3s2)CC1	/	0%	13%	/	0%	-3%	-0.6%	-2%	-3%	7	4%
COc1cccc(C(=O)CC(C(=O)O)c2ccc(Cl)cc2)c1 (stereo unspecified)	16%	6%	3%	7	/	-3%	-0.4%	-3%	-6%	-27	5%
Cc1[nH]nc2c1C(=O)CC(C)(C)C2	?	1%	0%	0	6%	-1%	-0.1%	-7%	-4%	6	-15%
O=C(CN1C(=O)COc2ccccc2C1=O)c1ccc2c(c1)OCCO2	/	13%	31%	/	/	4%	0.4%	3%	1%	?	3%
Cc1ccc2ncc(NC(=O)c3ccc(F)cc3)c(=O)n2c1	8%	0%	14%	-2	1%	1%	0.3%	-12%	0%	20	3%
CCc1ccc(N/C(SCc2ccccc2C)=C(/C#N)C(=O)NCc2ccco2)cc1	-15%	-8%	?	-2	-9%	3%	0.1%	17%	-7%	32[activator]	-3%
C[n+]1ccc(/C=C/c2cccs2)cc1	/	7%	0%	0	-5%	0%	-0.1%	2%	-2%	19	1%
COc1ccc(C(=O)C2CC2c2ccc3c(c2)OCO3)cc1 (stereo unspecified)	15%	-2%	-27%	-1	-9%	0%	-1.0%	?	-4%	-6	-4%
CC1Cc2ccccc2N1S(=O)(=O)c1cccc(C(=O)N2CCN(c3ncccn3)CC2)c1 (stereo unspecified)	-9%	-3%	-2%	1	1%	7%	-0.6%	-1%	-2%	-2	15%
CCC(C(=O)OCC(=O)Nc1cc(OC)ccc1OC)c1ccccc1 (stereo unspecified)	3%	3%	22%	-4	6%	12%	0.0%	-11%	1%	-1	-1%
Cc1c(C#N)c(O)n(CCO)c(=O)c1N=Nc1ccc(S(N)(=O)=O)cc1	5%	-9%	36%	-4	?	0%	-0.4%	?	3%	-9	17%
CN(Cc1ccccc1)C(=O)C1CCCN(Cc2ccc(Cl)cc2)C1 (stereo unspecified)	-11%	6%	?	/	?	1%	0.0%	12%	2%	0	-3%
CCN(CC)CCOC(=O)c1ccc(NC(=O)CCNC(=O)Cn2ccc3ccccc3c2=O)cc1	3%	1%	0%	2	-3%	1%	-0.5%	-2%	-7%	-5	-6%
O=C(Cn1nc([N+](=O)[O-])nc1Br)NC1CCCCC1	1%	2%	9%	-10	-7%	-4%	-0.7%	?	0%	3	-7%
Cc1cccc(NC(=O)c2cn(-c3ccccc3)nc2-c2ccccc2)c1	-25%	-5%	23%	-2	-6%	-1%	-0.6%	4%	-4%	13	-21%
CN(C)CCN(C(=O)c1ccc(C(=O)c2ccccc2)cc1)c1nc2cc3c(cc2s1)OCCO3	-24%	-8%	-23%	-3	0%	3%	6.9%	9%	-2%	25	-1%
CCCCS(=O)(=O)NC1=NCN(Cc2ccco2)CN1	13%	2%	6%	1	1%	4%	-0.5%	3%	-8%	1	1%
CCOC(=O)CN1C(=O)N(CC)C(C)=C(C(=O)OC)[C@@H]1c1ccccc1	-5%[11.7 µM]	0%	29%	0&5	-10%[11.5 µM]	-1%	-0.4%	?	1%	-17	1%
COC(=O)C1(C(=O)OC)NOC2C(=O)N(c3ccc(Cl)cc3Cl)C(=O)C21 (stereo unspecified)	10%	2%	9%[7.66 µM]	3	3%	0%	0.2%	12%	-7%	-3	0%
COCCNS(=O)(=O)c1ccc(F)c(OC)c1	/	3%	8%	0	-6%	0%	0.2%	8%	-6%	-8	0%
COc1ccc(C(=O)NC(=S)Nc2ccc3oc(=O)ccc3c2)cc1OC	7%	9%	24%	2	1%	5%	-2.7%	-2%	-4%	9	0%
O=C(CC1SC(=O)N(c2ccccc2)C1=O)Nc1ccc(Br)cc1 (stereo unspecified)	/	0%	3%	0	1%	1%	3.8%	?	0%	3	19µM*
Cc1cc(C)n(C(CC(=O)N2CCc3ccccc3C2)C(=O)O)n1 (stereo unspecified)	12%	-1%	-4%[7.66 µM]	0	-6%	-1%	0.2%	1%	-23%	5	-6%
COc1ccccc1C(=O)N/C(=C\c1cn(C)c2ccccc12)C(=O)NCCCN1CCOCC1	/	-2%	-36%	/	/	3%	0.1%	-7%	-5%	12	-1%
Cc1cccc(NC(=O)CNC(=O)Cc2ccc(S(=O)(=O)N3CCOCC3)s2)c1C	/	3%	4%	/	/	/	0.0%	-3%	0%	3	-5%
COC(=O)c1ccc(COc2ncnc3c(Cl)cc(Cl)cc23)o1	4%	-1%	-2%	2	17%	-1%	0.3%	8%	-14%	2	3%
COC(=O)CC(c1ccc(C(C)C)cc1)n1cccc1 (stereo unspecified)	5%	-3%	-36%	0	-1%	4%	0.0%	-6%	2%	-11	5%
O=C(NCCc1ccccn1)c1nc(Cn2cc(Br)cn2)no1	5%	1%	22%	0	/	0%	1.0%	?	-2%	-23	-1%
Cc1ccc(/C=N/n2c(-c3ccc(Cl)cc3)n[nH]c2=S)o1	/	-1%	-4%	2	0%	3%	0.6%	?	-3%	7	-4%

Random excerpt: 6 entries already listed.
SMILES	Menin-MLL TR inh	ASM inhibitor	Integrin act MD	Coupling enz	PKM2 activator	GALK inh	B2AR arrestin	Chronic BCR inh	PTAP TSG101 blk	Giardia kill	Tb PFK inh
COC(=O)CC(c1ccc(C(C)C)cc1)n1cccc1 (stereo unspecified)	5%	-3%	-36%	0	-1%	4%	0.0%	-6%	2%	-11	5%
COc1ccc(C(=O)NC(=S)Nc2ccc3oc(=O)ccc3c2)cc1OC	7%	9%	24%	2	1%	5%	-2.7%	-2%	-4%	9	0%
COc1cc(/C=N/N(C)c2ccccc2)cc(Cl)c1O	/	?	-19%	-7	-1%	-3%	0.5%	?	1%	18	1%
Cc1c(C#N)c(O)n(CCO)c(=O)c1N=Nc1ccc(S(N)(=O)=O)cc1	5%	-9%	36%	-4	?	0%	-0.4%	?	3%	-9	17%
CCOc1ccc(Nc2nc(N)nc(CCl)n2)cc1	/	3%	-35%[inhibitor]	0	-8%	5%	0.2%	-18%	-1%	-2	0%
Cc1cccc(Cn2c(=O)n(Cc3ccco3)c(=O)c3ccccc32)c1	0%	-4%	19%	0	-5%	2%	-0.7%	8%	-7%	1	-5%

A portion of the library; count on the stated rates, not on these rows.
